# Bioassay records from PubChem BioAssay.
# RGS7-Gao reg – human RGS7-Galphao interaction regulation | binding response (% of control), % at 10 µM | actives 0.35% (n = 220,000) | Multiplexed bead flow cytometry, RGS7-Galphao binding; actives lie on both sides | P09471; in the data active means binding response below about 49% or above about 150%; inconclusive means no clear call, values can overlap the other calls; inactive means in between;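 further: fluorescent Galphao held in activated GDP-AlF4 state binding bead-coupled RGS7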
# Target sequence (P09471 whole entry, looked up): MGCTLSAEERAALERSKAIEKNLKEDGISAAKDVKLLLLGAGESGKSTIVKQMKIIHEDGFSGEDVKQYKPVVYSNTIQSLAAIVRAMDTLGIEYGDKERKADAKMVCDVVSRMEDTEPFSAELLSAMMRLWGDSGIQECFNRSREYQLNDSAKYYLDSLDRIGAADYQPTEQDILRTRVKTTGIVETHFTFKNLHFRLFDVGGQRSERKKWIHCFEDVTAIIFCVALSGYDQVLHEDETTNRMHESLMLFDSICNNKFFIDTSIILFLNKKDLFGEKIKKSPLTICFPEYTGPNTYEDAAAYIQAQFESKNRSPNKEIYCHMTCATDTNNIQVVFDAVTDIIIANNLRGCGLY
# RGS4-Gao reg – modulates binding of RGS4 to human Galphao. Multiplexed bead flow cytometry; actives lie on both sides. binding response (% of control), % at 10 µM. actives 0.33% (n = 220,000). AID 1415; in the data active means binding response below about 49% or above about 150%; inactive means in between;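 further: fluorescent Galphao activated with aluminum fluoride binding bead-coupled RGS4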
# Avidin fluor – compound fluoresces at 488/530 nm on avidin beads | compound fluorescence 488/530 nm, flow cytometry; stronger effect = higher value | fluorescence (KMESF) at 10 µM | actives 0.38% (n = 220,000); in the data active means fluorescence above about 47; further: inactives centre near 10
# * hit, by the source's call; ? = inconclusive; / = not tested or not shown.
# Preview, 3 compounds:
# Results follow in this order: RGS7-Gao reg	RGS4-Gao reg	Avidin fluor
> C/C(=N\NC(=O)c1ccc2c(c1)OCCO2)c1ccccc1
  ?	92	6
> CN(C)CCCNC(=S)Nc1ccc(Br)cc1
  ?	104	5
> O=C(Nc1cccc(-c2nc3cccnc3s2)c1)c1cccnc1Cl
  ?	83	7

# Main list, previewed entries included:
# Results follow in this order: RGS7-Gao reg	RGS4-Gao reg	Avidin fluor
> C/C(=N\NC(=O)c1ccc2c(c1)OCCO2)c1ccccc1
  ?	92	6
> CN(C)CCCNC(=S)Nc1ccc(Br)cc1
  ?	104	5
> O=C(Nc1cccc(-c2nc3cccnc3s2)c1)c1cccnc1Cl
  ?	83	7
> Fc1cc2[nH]c(=S)[nH]c2cc1Cl
  ?	97	6
> COc1ccc(CNC(=S)N2CCN(Cc3ccccc3)CC2)cc1
  ?	94	9
> COc1cccc(/C=N/Nc2nc3ccccc3[nH]2)c1OC
  ?	104	7
> COCCCNC(=O)[C@H](CSCc1ccccc1)N1Cc2ccccc2C1=O
  ?	101	11
> N#CCC(=O)N/N=C/c1cn(Cc2ccc(Cl)c(Cl)c2)c2ccccc12
  ?	100	6
> CC(C)(C)c1ccc(NC(=O)c2ccsc2)cc1
  ?	105	7
> O=C(/C=C/c1ccc2ccccc2n1)N1CCN(S(=O)(=O)c2ccccc2F)CC1
  /	95	4
> CCn1c(C)nc2cc(N)ccc21
  ?	99	6
> Cc1ccc2nc(N3C(=O)CNC3=S)sc2c1
  ?	91	3
> Cc1ccc(-c2cc(C(=O)Nc3ccc(S(=O)(=O)Nc4onc(C)c4C)cc3)[nH]n2)c(O)c1
  ?	97	14
> C[N+](C)(C)C(Cc1ccccc1)C(=O)[O-] (configuration not stated)
  ?	102	9
> CCOc1ccc(N2CSC(=S)N(c3ccc(OCC)cc3)C2)cc1
  ?	98	7
> FC(F)(F)c1nc2cc3nc4ccccc4[nH]c3cc2n1
  ?	99	4
> O=C(N/N=C/c1ccco1)c1cc(-c2ccc(Br)s2)[nH]n1
  ?	92	6
> CC(=O)CC(C)(C)NC(C)=S
  ?	106	8
> CSc1nsc(SC)c1C(=O)Nc1ccc(C(C)(C)C)cc1
  ?	100	3
> CC(=O)SC1CC(=O)N(c2ccc(C(C)(C)C)cc2)C1=O (configuration not stated)
  ?	97	7
> CC(C)CCCC(C)CCOC(=O)CN1CCCC1 (configuration not stated)
  ?	100	7
> Cc1cc(C(=O)N2CCC(C(=O)O)CC2)c(C)o1
  ?	102	3
> O=C(/C=C/c1ccco1)Nc1ccc(CN2CCOCC2)cc1
  ?	96	8
> CC(OC(=O)c1cc2ccccc2cc1O)C(=O)Nc1ccc(S(N)(=O)=O)cc1 (configuration not stated)
  ?	104	4
> COc1cc2oc(-c3ccc(O)cc3)cc(=O)c2c(OC)c1O
  ?	97	6
> Cc1cccc(-n2c(C)cc(/C=C3\NC(=O)NC3=O)c2C)c1
  ?	94	9
> CN(C)C(=S)Nc1ccc(N2CCOCC2)cc1
  ?	99	3
> CN(C)c1ccc(C(=O)N/N=C/c2cc(Br)cc(Br)c2O)cc1
  ?	99	8
> CC/C=C/C(=O)N1CC2(CC(c3cccc(NC(=O)CC(c4ccccc4)c4ccccc4)c3)=NO2)C[C@@H]1C(N)=O (some centres not stated)
  ?	102	8
> Cc1ccc(C)c(S(=O)(=O)N/N=C/c2ccc(N3CCOCC3)cc2)c1
  ?	99	9
> CCn1c(SCC(=O)NCCc2ccccc2)nc2sc3c(c2c1=O)CCN(C)C3
  ?	99	6
> N#CCC(=O)N/N=C/c1coc2ccccc2c1=O
  ?	100	5
> Cc1ccc(NC(=O)/C(C#N)=N/Nc2ccc(C(=O)O)cc2)c(C)c1
  ?	96	8
> O=C(/C=C/c1ccco1)N(Cc1ccccc1)C1CCS(=O)(=O)C1 (configuration not stated)
  ?	99	8
> Cc1cccc2cc(C#N)c(NCCCNS(=O)(=O)c3ccc(Cl)cc3)nc12
  ?	98	8
> CCOC(=O)/C(C#N)=C/Nc1ccsc1C(C)=O
  ?	96	7
> Cc1ccnc(NS(=O)(=O)c2ccc3c(c2)CCO3)c1
  ?	110	8
> Cc1ccc(N(Cc2cc3ccc(C)cc3[nH]c2=O)C(=O)c2ccco2)cc1
  ?	94	15
> O=C(N/N=C/c1sc(N2CCOCC2)nc1-c1ccccc1)c1cccc(S(=O)(=O)N2CCOCC2)c1
  ?	105	4
> CCN(CC)S(=O)(=O)c1ccc(N2CCCC2)c(NC(=O)c2ccccc2OC)c1
  ?	105	8
> COc1ccc(/C=C/C(=O)NC(=S)N2CCN(c3ccccc3OC)CC2)cc1
  ?	100	8
> C/C(=N\NC(=O)c1cccc([N+](=O)[O-])c1)c1cccs1
  ?	137	7
> CC(C)(C)c1ccc(C2C(C#N)=C(N)Oc3n[nH]c(-c4cccnc4)c32)cc1 (configuration not stated)
  ?	91	8
> COc1ccc(CN(N=O)C2CC(=O)N(c3ccc(OC)cc3)C2=O)cc1 (configuration not stated)
  ?	100	5
> CC(=O)Nc1ccc(S(=O)(=O)Nc2nc3ccccc3nc2Nc2ccc(O)cc2)cc1
  ?	106	5
> CC(C)=CCCC1(C)C=Cc2c(c(C)cc3c2[nH]c2cc(O)ccc23)O1 (configuration not stated)
  ?	106	7
> O=S(=O)(Nc1ncccn1)c1ccc(NC(=S)Nc2cccc(Cl)c2)cc1
  ?	106	6
> C=CCNC(=S)NNC(=O)Cn1c(-c2ccccc2)cc(=O)n2ncnc12
  ?	101	8
> O=S(=O)(NCc1csc(-c2cccs2)n1)c1cccc(C(F)(F)F)c1
  ?	109	7
> CC(=O)C1CCC2C3CCC4=CC(=O)CC[C@]4(C)[C@@]3(F)C(O)C[C@]12C (some centres not stated)
  /	79	5
> c1coc(CN2CNc3nc4ccccc4n3C2)c1
  ?	95	5
> CC1CC(C)CN(C(=O)Nc2ccccc2F)C1 (configuration not stated)
  ?	103	7
> CCc1ccc(O)c(-c2cc(C(=O)Nc3cccnc3)[nH]n2)c1
  ?	93	9
> Cc1cc(O)c(C(C)C)cc1C1(c2cc(C(C)C)c(O)cc2C)OC(=O)c2ccccc21
  ?	98	8
> CC(C)C(=O)N=c1sc2cccc(F)c2n1C
  /	102	7
> O=C(Nc1nnc(COc2ccc(F)cc2)s1)c1ccco1
  ?	101	8
> COC(=O)c1ccc(CN2[C@H](C(=O)OC)C[C@@]3(O)[C@@H](O)[C@@H](O)[C@@H](O)C[C@@H]23)cc1
  ?	106	13
> Cc1ccc(NC(=O)Nc2ccno2)cc1
  ?	99	6
> C[N+]1(CN2C(=O)C3C4C=CC(C4)C3C2=O)CCCCC1 (configuration not stated)
  ?	99	3
> CC(C)(C)OC(=O)N1CCC[C@H]1c1nnc(SCc2ccc(Cl)cc2)o1
  ?	104	8

# Additional results:
molecule	RGS7-Gao reg	RGS4-Gao reg	Avidin fluor
O=C(O)/C=C\C(=O)Nc1ccc(F)c(F)c1F	?	102	3
Nc1nc(Nc2ccccc2)n[nH]1	?	87	17
O=C(N/N=C/c1ccc(-c2ccc([N+](=O)[O-])cc2)o1)[C@H]1C[C@@H]1c1ccccc1	?	99	7
O=C1N/C(=N\N=C\c2ccco2)SC1Cc1ccccc1[N+](=O)[O-] (configuration not stated)	?	99	7
Cc1onc(-c2ccc(Cl)cc2)c1-c1ccnc(SCC(=O)Nc2ccc(C(C)C)cc2)n1	?	102	9
CN(C)c1c(F)cc(-c2nn[nH]n2)cc1F	?	108	7
Cc1nc2c3cc(Cl)ccc3n(CCN3CCOCC3)c2s1	?	99	8
Cn1c(CC2Sc3ccccc3NC2=O)nnc1SCC(=O)c1ccc(Cl)cc1 (configuration not stated)	?	88	6
O=C(NCCCN1CCCC1)[C@H](CSCc1ccccc1)N1Cc2ccccc2C1=O	?	95	5
Cc1nc(-c2ccc(C(F)(F)F)cc2)sc1C(=O)NN	?	103	6
Cc1ccc(NC(=O)CN(C)S(=O)(=O)c2cccc3cccnc23)c(C)c1	?	97	8
CC1=NNC(=O)C1CCC(=O)N/N=C(\C)c1ccc(Cl)cc1 (configuration not stated)	?	99	8
COC(=O)c1cccc(C23CC4(C2)[C@H](CN(Cc2ccc(-c5ccccc5)cc2)[C@@H]4c2ccccc2)C3c2ccc(C(F)(F)F)cc2)c1 (some centres not stated)	?	86	6
CCOc1ccccc1N(C)C(=O)c1cc2c(=O)n(CC)c3ccccc3c2s1	?	103	8
Cn1cc(S(=O)(=O)NCCc2ccccc2)c(=O)n(C)c1=O	?	100	8
CCCc1nn(C)c2c(=O)[nH]c(-c3cc(S(=O)(=O)N(CCO)CCO)ccc3OCC)nc12	?	100	3
O=C(NCCNS(=O)(=O)c1ccc(C(F)(F)F)cc1)N1CCOCC1	?	101	2
COC(=O)c1cc2c(C(F)(F)F)nn(C)c2s1	?	101	2
CN(C)c1ccc(/C=N/N2CCN(c3ccccn3)CC2)cc1	?	92	6
COc1cc(CCCN2C(=O)C(=O)NC[C@@H]2Cc2ccc(O)cc2)cc(OC)c1OC	?	104	9
CCCCC1=CC2=C(c3ccco3)C(=O)C(C)(OC(=O)c3ccc(OC)cc3)C(=O)C2=CN1CCCOC(C)C (configuration not stated)	?	100	10
CCC(=O)N=c1ccn(C2=Nc3ccccc3NC2=C(C#N)C#N)cc1	?	103	9
COc1cccc(NC(=O)COC(=O)CC(NC(N)=O)c2ccc(Cl)cc2)c1 (configuration not stated)	?	104	10
CCCCOc1ncnc2c1[nH]c1ccc(C)cc12	?	106	7
CCN(C(=O)c1cnc(NC(C)C)cc1C(F)(F)F)c1ccc(Cl)cc1	?	96	6
O=C(NC1CCC(O)CC1)c1ccc(-c2ccc([N+](=O)[O-])cc2)o1 (configuration not stated)	?	104	8
CCN(CC)c1ccc(/C=N/NC(=O)c2ccc3nc[nH]c3c2)cc1	?	90	4
CCCCc1c(O)nc(SCC(=O)c2ccccc2)n(-c2ccccc2C)c1=O	?	100	2
N/C(=N\OC(=O)c1ccc2c(c1)OCO2)c1ccncc1	?	98	7
Cc1cc(C)c2c(=O)c(/C=C3\NC(=S)NC3=O)coc2c1	?	101	9
CSc1nccc(-c2c(-c3ccc(Cl)cc3)noc2C)n1	?	101	8
CCC(NC(=O)NNC(N)=S)(C(F)(F)F)C(F)(F)F	?	105	5
CC(C)NC(=O)c1ccc(C(C)C)cc1	?	97	9
COc1ccc(Nc2nnc(SCC(=O)c3cc4ccccc4o3)s2)cc1	?	105	10
CC1(C)Cc2cccc(C(=O)Nc3ccc(Cl)cc3)c2O1	?	90	18
COC(=O)[C@@H]1C[C@@]2(O)[C@H](O)[C@H](O)[C@H](O)C[C@H]2N1Cc1ccccc1OS(=O)(=O)c1ccc(C)cc1	?	100	8
CC1(C)CC(=O)C=C(Nc2ccccc2)C1	?	102	12
CCCCNC(=O)c1cn(CC)c2cc(N3CCN(C)CC3)c(F)cc2c1=O	?	103	9
O=C(CNC(=O)c1ccc(Cl)cc1)Nc1ccc(S(=O)(=O)Nc2ncccn2)cc1	?	101	3
Cc1cc(=O)[nH]c(NCc2ccccc2)n1	?	95	5

# 6 entries from above, arranged by the number in RGS4-Gao reg, falling.
molecule	RGS7-Gao reg	RGS4-Gao reg	Avidin fluor
COc1ccc(Nc2nnc(SCC(=O)c3cc4ccccc4o3)s2)cc1	?	105	10
CCCCNC(=O)c1cn(CC)c2cc(N3CCN(C)CC3)c(F)cc2c1=O	?	103	9
O=C(CNC(=O)c1ccc(Cl)cc1)Nc1ccc(S(=O)(=O)Nc2ncccn2)cc1	?	101	3
CC(C)NC(=O)c1ccc(C(C)C)cc1	?	97	9
Cc1cc(=O)[nH]c(NCc2ccccc2)n1	?	95	5
CC1(C)Cc2cccc(C(=O)Nc3ccc(Cl)cc3)c2O1	?	90	18

# (further entries)
molecule	RGS7-Gao reg	RGS4-Gao reg	Avidin fluor
CCOC(=O)C1CCN(c2c(NCCN(CC)c3ccccc3)c(=O)c2=O)CC1	?	103	8
COC(=O)C1=C(N)Oc2cc(C)[nH]c(=O)c2C1c1ccc(Cl)cc1 (configuration not stated)	?	102	6
Cc1ccc(C2=NOC(=O)/C2=C\c2ccc(C)o2)cc1	?	81	8
O=C(O)c1ccc(S(=O)(=O)N(Cc2cccs2)CC2CCCO2)cc1 (configuration not stated)	?	100	12
Cc1cc(Nc2cc(Cl)cc(Cl)c2)nc(N)n1	?	105	4
CCSC1=C(C#N)C(CC(C)C)C2=C(CCCC2=O)N1 (configuration not stated)	?	93	8
Cc1nc(SCC(=O)O)n[nH]1	?	99	4
CC1(C)Cc2c(c(N3CCOCC3)nc3sc4c(NCCN5CCOCC5)nnnc4c23)CS1	?	93	3
O=C1NC(=O)/C(=C/c2ccc(OS(=O)(=O)c3ccc(F)cc3F)cc2)N1	?	97	7
O=C(NCC1CCCN(C(=O)CN2CCCCC2)C1)c1ccccc1Cl (configuration not stated)	?	100	6
O=C(O)CC1(CC(=O)Nc2ccc(F)cc2F)CCCCC1	?	122	26
CCCN1C(=O)/C(=C2\SC(=S)N(c3c(C)n(C)n(-c4ccccc4)c3=O)C2=O)c2ccccc21	?	100	6
COc1cc(-c2n[nH]c(=S)n2/N=C/c2cccn2C)cc(OC)c1OC	?	99	14
Cc1cccc(NC(=S)N2CCCCC2c2cccnc2)c1C (configuration not stated)	?	101	7
O=C(N/N=C/c1ccc([N+](=O)[O-])o1)C(O)c1ccccc1 (configuration not stated)	?	104	8
O=[N+]([O-])c1cccc(-c2ccn[nH]2)c1	?	103	6

# This is a subset (hit frequency here may not be typical).
